sPLA2-III inh: Blocks human group III sPLA2 activity | Q9NZ20 | QFRET BODIPY PC-A2 liposome hydrolysis, fluorescence | inhibition, % at 12.2 µM | 370,000 compounds, 0.56% hits | AID 743126;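 active means inhibition above mean plus 3 SD of compounds lying within the high and low control bounds, cut at about 19% in these data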;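 further: 0% = median of test compound wells and 100% = no enzyme DMSO wells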
SMARCA2 activ: activators of SMARCA2 function | MG213 cells, MMTV-luciferase reporter, dexamethasone, overnight | activation, % at 9.1 µM | 370,000 compounds, 1% hits | AID 652017; in the data active means activation above about 7.8%;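 further: 0% = vehicle wells and 100% = reference activator wells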
FXN GAA850 act: increases GAA850 frataxin promoter reporter activity. 360,000 compounds, 0.56% hits. activation, % at 6 µM. AID 540364. HEK293 lucGAA850 FXN promoter luciferase reporter, 24 h; percent of 10 µM SAHA response;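 active means activation above the average of all compounds screened plus 3 SD, cutoff fixed separately per campaign, cut at about 7.5% in these data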;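 further: 0% = DMSO wells and 100% = 10 µM SAHA wells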
hcDAF-12 act: H. contortus DAF-12 activation, primary screen. activation, % at 6.8 µM. 370,000 compounds, 1.4% hits. HEK293 hcDAF-12 lit1-tk-luc reporter, luminescence; 0% DMSO, 100% Δ7-dafachronic acid;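 active means activation above the mean of all tested compounds plus 3 SD, cut at about 5.5% in these data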;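 further: 100% = response to 3 µM Δ7-dafachronic acid high control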
hgDAF12 agonist: hgDAF-12 agonism, primary luciferase screen; HEK293 GAL4-hgDAF12 UAS-luciferase reporter, agonist luminescence; normalized to butyrate control; activation, % at 6.8 µM; 370,000 compounds, 1.8% hits;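 active means activation above a cutoff set at the mean of all screened compounds plus 3 SD, cut at about 10% in these data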;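 further: 0% = DMSO wells and 100% = sodium butyrate wells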
ssDAF-12 act: activators of S. stercoralis DAF-12 nuclear receptor | HEK293 ssDAF-12/GRIP1 lit1-tk-luc reporter, luminescence; % of 3 µM dafachronic acid response | activation, % at 6.8 µM | 370,000 compounds, 1% hits | AID 652126;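 active means activation above the mean over all tested compounds plus 3 SD, cut at about 0.9% in these data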;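 further: 0% = DMSO-only wells and 100% = 3 µM delta7-dafachronic acid wells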
PLCb3 inh: PLC-beta3 (human) inhibition, primary screen | Purified PLC-beta3, fluorogenic substrate, fluorescence | inhibition, % at 12.2 µM | 370,000 compounds, 0.18% hits | AID 720704; in the data active means inhibition above about 11%;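 further: 0% = median of compound wells on plate and 100% = full blocker control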
Rev-erbA mod: modulates human Rev-erb alpha binding to DNA; P20393; Rev-erbα–FITC-DNA binding, fluorescence polarization, 90 min; activity, % at 10 µM; 370,000 compounds, 0.79% hits; AID 1259318;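 active means activity above about 14%, limit read from the data; passing the limit was not always enough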;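 further: 0% = DMSO wells with 35 nM protein and 100% = DMSO wells with 750 nM protein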
Target sequence (P20393 whole entry, looked up): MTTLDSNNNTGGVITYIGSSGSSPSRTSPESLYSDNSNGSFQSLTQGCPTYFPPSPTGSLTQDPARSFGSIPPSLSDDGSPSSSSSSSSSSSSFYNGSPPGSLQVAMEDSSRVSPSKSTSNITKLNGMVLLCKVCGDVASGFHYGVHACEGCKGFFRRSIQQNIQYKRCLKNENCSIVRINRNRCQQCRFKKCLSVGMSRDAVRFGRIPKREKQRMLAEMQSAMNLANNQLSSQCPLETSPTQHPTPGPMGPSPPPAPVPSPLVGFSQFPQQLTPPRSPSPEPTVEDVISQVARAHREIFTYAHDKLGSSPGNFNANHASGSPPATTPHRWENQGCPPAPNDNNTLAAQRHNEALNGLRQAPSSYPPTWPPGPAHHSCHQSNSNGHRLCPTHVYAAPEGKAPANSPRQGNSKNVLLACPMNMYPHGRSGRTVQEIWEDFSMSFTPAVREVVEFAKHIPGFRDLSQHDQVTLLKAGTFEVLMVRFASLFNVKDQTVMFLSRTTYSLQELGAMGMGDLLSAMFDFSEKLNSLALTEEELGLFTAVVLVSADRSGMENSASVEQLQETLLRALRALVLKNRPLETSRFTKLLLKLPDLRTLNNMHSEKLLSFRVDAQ
DAX1 inh-1: inhibitors of DAX1 repression of SF-1 activated StAR promoter | HEK293T StAR-luciferase reporter, SF-1/DAX-1 repression relief | inhibition, % at 6.8 µM | 370,000 compounds, 1.1% hits | AID 652010;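 active means inhibition above the mean over all tested compounds plus 3 SD, cut at about 3.6% in these data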;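 further: 0% = DAX-1 cells with DMSO and 100% = cells lacking DAX-1 with DMSO; higher inhibition means more luminescence from relief of DAX-1 repression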
DAX1 inh-2: inhibitors of human orphan nuclear receptor DAX1 (NR0B1); HEK293 Gal4-DAX1 luciferase reporter, luminescence; inhibition, % at 6.75 µM; 340,000 compounds, 0.99% hits; AID 504766;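 active means inhibition above the mean over all tested compounds plus 3 SD, cut at about 4.2% in these data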;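 further: 0% = DAX1-transfected cells with DMSO and 100% = empty-vector control cells with DMSO; inhibition shows as a rise in luminescence from relieved DAX1 repression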
Target sequence (P51843 207-470 limits assumed): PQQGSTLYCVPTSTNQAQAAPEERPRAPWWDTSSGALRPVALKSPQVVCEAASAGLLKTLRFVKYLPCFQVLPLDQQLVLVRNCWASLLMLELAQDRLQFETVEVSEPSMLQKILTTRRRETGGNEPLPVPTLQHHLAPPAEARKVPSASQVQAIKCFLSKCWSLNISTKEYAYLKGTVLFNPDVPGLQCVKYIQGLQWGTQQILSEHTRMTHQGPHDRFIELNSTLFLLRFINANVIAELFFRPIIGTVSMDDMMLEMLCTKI
PG9 Ab binder: small molecules binding HIV-1 gp120 antibody PG9; TR-FRET gp120-PG9 antibody binding; inhibition, % at 6.7 µM; 360,000 compounds, 0.43% hits; AID 624416; in the data active means inhibition above about 8.5%
* = called active by the depositor; nt = no result given.

SMILES	sPLA2-III inh	SMARCA2 activ	FXN GAA850 act	hcDAF-12 act	hgDAF12 agonist	ssDAF-12 act	PLCb3 inh	Rev-erbA mod	DAX1 inh-1	DAX1 inh-2	PG9 Ab binder
CCC(=O)OC1(C#CCOc2ccc(OC)cc2)CCN(C)CC1	-3	-3	-0.2	-1.5	-1.7	-0.7	0	-8	-0.5	-0.8	-1.2
Cc1ccc(-n2nccc2-c2nn(-c3cccc(C(F)(F)F)c3)c(=O)n(C)c2=O)cc1	0	2	0.1	0.3	0.7	-0.8	2	33*	0.5	-0.7	-0.6
O=C(Nc1nc2ccccc2[nH]1)c1ccc(Br)o1	35*	0	0.3	11*	17*	1.4*	-18	-4	6.0*	1.8	0.1
CCN(CC)CCn1c2ccc(Cl)cc2c2nc(C)sc21	13	5	-3.7	2.1	0.0	-1.6	3	-4	0.7	1.3	1.6
CN(C1CCCCC1)S(=O)(=O)c1ccc(S(=O)(=O)N2CCN(CCC#N)CC2)cc1	17	-3	-1.3	-0.1	0.5	-1.4	-2	1	-0.3	5.7*	-3.0
CCOc1ccc(Nc2nc(N)c([N+](=O)[O-])c(N3CCN(C)CC3)n2)cc1	-9	3	1.3	-1.8	-2.0	-1.5	0	0	-0.2	0.0	-2.2
CC(C)Oc1ccc(S(=O)(=O)N(C(C)C)C(C)C)cn1	2	2	-0.8	0.5	-1.7	-0.1	4	0	-1.2	-0.7	-0.3
CSCCC(NS(=O)(=O)c1ccc(Cl)cc1)C(=O)OCC(=O)c1c(C)[nH]c2ccccc12 (centres undefined)	-59	-3	-3.2	-2.8	-0.3	-1.6	3	7	-0.7	-2.5	-0.8
COc1ccc(N2CCN(C(=O)CN3CCN(C(c4ccccc4)c4ccccc4)CC3)CC2)cc1	-10	-2	0.9	-1.7	-3.6	-1.6	1	-1	-0.8	0.3	-2.7
Cc1ccc([N+](=O)[O-])cc1S(=O)(=O)Nc1ccc(N2CCOCC2)cc1	5	-2	2.8	-0.9	-1.2	-1.1	4	0	0.1	0.6	-0.4
CC(C)c1ccc(NC(=O)Nc2nc(C(N)COCc3ccccc3)cs2)cc1 (centres undefined)	22*	-6	-1.3	-1.0	3.4	-1.3	9	2	-1.6	nt	-1.2
O=C(Cc1cccs1)N1CCN(c2ccc([N+](=O)[O-])cc2)CC1	-6	-2	0.2	-1.6	-2.8	-1.6	0	-3	-1.0	-0.8	-1.1
FC(F)(F)c1ccncc1-c1nnnn1-c1ccc(Cl)cc1	13	-3	-0.3	-0.1	-0.1	-1.0	-8	4	-0.2	1.2	0.3
Clc1ccc(/C=N/Nc2nc(Cl)nc3ccccc23)cc1	-4	12*	4.8	3.7	9.8	-0.7	-75	5	1.5	3.7	0.1
Cc1ccc(S(=O)(=O)N2C[C@@H](C)[C@]3(C2)[C@H](O)[C@H](OC(=O)NCc2ccccc2)C[C@H]2C(=O)N(c4ccccc4)C(=O)[C@H]23)cc1	-52	-2	-5.0	-0.3	-0.5	-1.1	2	-3	-1.6	0.2	0.2
COc1ccc(CCNC(=S)NC2CCN(Cc3ccccc3)CC2)cc1	-1	-6	-1.5	-2.1	-1.7	-1.9	3	5	-0.8	-1.6	0.8
CCCS(=O)(=O)NC(=O)C1(C)CCN(C(=O)c2ccc(C(=O)OC)cc2)C1 (centres undefined)	5	5	1.0	-1.0	2.6	-1.0	5	-5	-0.4	nt	1.4
Cc1ccc(S(=O)(=O)N(C)C)cc1NC(=S)N1CCCCC1CO (centres undefined)	2	-3	-0.3	-1.4	-1.2	-1.4	-1	7	-0.4	-0.2	0.1
CSC1=NCCN1S(=O)(=O)c1ccc(NC(C)=O)cc1	-2	-1	-0.4	-1.0	1.6	-1.4	3	-2	-0.3	0.3	-1.2
Cc1nc(SCC(=O)N2CCNC2=O)c2ccccc2n1	1	2	-2.3	-1.1	2.5	-0.5	-2	5	0.5	-0.2	1.5
O=C(Nc1ccc(Cl)c(C(F)(F)F)c1)[C@@H]1CC=C[C@@H]2CCN(C3CCCCC3)C(=O)[C@@H]21	4	-1	-1.2	0.4	1.7	-1.4	0	-6	0.4	0.2	0.3
Cn1nc(C(=O)NCC2COc3ccccc3O2)c2ccccc2c1=O (centres undefined)	0	-2	1.3	-0.6	0.0	-0.9	-2	4	-1.0	-0.4	0.5
Cc1ccc(NC(=O)CC(=O)NCCN2CCOCC2)cc1	1	2	2.7	-0.4	-1.0	-1.3	-2	2	0.3	3.2	-1.1
COc1cc(Cl)c(C)cc1NC(=O)CC1CCCC1	-1	0	1.0	-0.1	1.6	-0.4	-2	-2	-0.2	-1.5	-0.3
CCN(CC(=O)Nc1cccc(F)c1)Cc1nc2ccccc2c(=O)[nH]1	5	3	1.8	-0.4	1.0	-1.4	-6	4	0.1	-0.2	-0.8
CCn1cc(CCC(=O)NC(C)c2ccccc2)c2ccccc21 (centres undefined)	2	-1	-0.4	0.7	-0.9	-1.3	-10	6	0.3	-0.3	0.3
Cc1cc(C)cc(C(=O)N[C@@H](C)C(=O)N2CCC3(CC2)NCCc2[nH]cnc23)c1	3	-2	-0.3	1.7	-0.5	-0.3	-7	6	0.1	-0.1	1.2
CCCCC1(CC)COC(c2ccccc2)OC1 (centres undefined)	3	6	0.1	1.5	1.4	-0.7	1	4	0.5	nt	0.7
COc1ccc(F)cc1S(=O)(=O)Nc1cc2c3c(c1)CCC(=O)N3CCC2	-1	3	1.6	-2.5	2.0	-1.3	-1	-7	-1.4	0.0	-0.7
Cc1c(NC(=O)c2cc3c(s2)-c2ccccc2OC3)cccc1[N+](=O)[O-]	-10	0	1.1	-5.2	0.3	-2.3	-5	6	-1.4	-3.3	-2.4
Cc1ccc(C2=NCCn3c2c2ccc([N+](=O)[O-])cc2[n+]3[O-])cc1	1	1	1.5	0.1	-1.1	-1.0	-18	7	-0.9	-1.4	-2.9
CC(=O)Nc1ccc(S(=O)(=O)N(C)CC(=O)OCC(=O)NNC(=O)c2ccccc2F)cc1	15	-3	1.7	-0.1	-1.1	-1.2	-2	-3	1.5	1.0	-0.3
Cc1cc(C)cc(NC(=O)CSc2nc3ccccc3nc2N2CCCCC2)c1	1	-1	-0.6	0.5	2.8	-0.2	-4	-1	1.5	0.2	-0.2
Cc1cccc2[nH]c(CN(C)C(=O)C3CCC(=O)N(CCc4ccccc4)C3)nc12 (centres undefined)	0	2	-1.9	-1.2	3.1	-1.3	-6	-1	-0.7	1.0	-2.7
COCCNC(=O)CCn1nc(-c2ccc(Cl)cc2)ccc1=O	0	1	-0.9	-1.6	-0.6	-1.6	0	11	0.0	0.6	-0.3
O=C(NCCS(=O)(=O)N1CCN(c2ccccc2F)CC1)c1cccc(Br)c1	5	-3	0.3	-2.7	0.5	-0.5	-6	6	-0.1	0.2	2.6
Cc1ccccc1-c1nsc(SCC(=O)c2ccc(Cl)cc2)n1	-3	-3	0.4	1.2	0.2	-0.3	4	2	-0.2	-0.9	-0.6
CC(C)CN1CCC(C(=O)NC(c2ccc(F)cc2)c2ccc3ccccc3n2)CC1 (centres undefined)	4	4	-2.8	0.6	2.9	-1.1	-6	-3	2.4	nt	0.6
CCN(CC(=O)Nc1ccccc1C(F)(F)F)C(=O)c1ccc(=O)n(Cc2ccccc2)n1	3	0	1.5	-1.3	-1.5	-1.2	-10	-2	0.0	-0.3	-1.0
C=CCn1c(CNC(=O)c2cccs2)nnc1SCC(=O)Nc1ccc(C(=O)O)cc1	-2	1	2.5	0.6	-2.3	-1.3	2	2	1.5	1.4	-0.2
Cc1onc(-c2c(F)cccc2Cl)c1C(=O)Nc1sc2c(c1C(N)=O)CCC2	-4	0	-2.9	0.6	-1.3	-1.7	-13	-3	-0.5	0.6	0.1
CCN1CCN(c2nc3ccccn3c(=O)c2C=O)CC1	0	-1	1.8	1.0	2.7	-0.8	-158	2	-0.1	-1.1	0.7
Cc1onc(-c2ccccc2)c1C(=O)N1CCOC12CCN(c1cccc(F)n1)CC2	-6	-1	0.1	-2.1	-2.6	-0.8	-1	-4	0.1	0.1	1.2
O=[N+]([O-])c1cccc(S(=O)(=O)N2CN(c3ccc(Br)cc3)c3nc4ccccc4nc32)c1	-8	0	1.4	1.4	2.3	0.3	-52	-2	-0.8	1.0	-0.1
COc1ccc(C(=O)NCC(=O)NCc2ccc3c(c2)OCO3)cc1[N+](=O)[O-]	8	-2	-0.7	-0.9	1.6	-1.5	-1	4	-0.9	0.7	-0.1
CCOC(=O)C1=C(c2ccccc2)N=C2SCC(=O)N2C1c1ccc(OC)c(OC)c1 (centres undefined)	-25	-1	0.4	-0.9	-1.3	-1.6	-15	-3	0.4	0.6	1.7
CCO[C@H]1C[C@@H](c2ccc(CC)cc2)N(S(=O)(=O)c2ccc(C)cc2)C2CC(c3ccc(CC)cc3)N(S(=O)(=O)c3ccc(C)cc3)CC21 (some centres undefined)	-2	-4	nt	-2.5	-1.3	-0.9	3	7	0.2	nt	-2.1
Cc1cc(C)nc(NC(=O)CSc2nc3ccccc3s2)n1	-13	6	2.2	7.7*	9.9	2.1*	-3	6	3.0	0.9	-0.3
Cc1ccc(C(=O)N2CCSC2=S)cc1	4	-3	-0.1	-0.8	-2.2	-0.7	-2	-7	0.1	0.3	-1.1
Cc1csc(N2C(=O)C3C4CCC(O4)C3C2=O)n1 (centres undefined)	6	-1	1.3	-0.7	-2.1	-0.7	5	-1	0.1	0.1	0.2
Cc1cc(-n2c(C)cc(C(=O)CN3C(=O)C(=O)N(C)C3=O)c2C)no1	15	-4	2.0	-0.1	0.1	-1.5	-8	4	-0.1	0.2	3.0
O=C(O)c1cn(-c2ccccc2)nc1C(=O)O	8	1	-0.3	0.3	2.3	-1.5	1	-7	0.2	1.1	-1.3
CC(C)NC(=O)NC(=O)COC(=O)c1ccc(S(=O)(=O)Nc2ccccc2)cc1	-19	3	2.5	-0.3	-2.2	-0.5	1	-5	-0.5	0.3	0.3
COc1ccc2cc3cc(C(=O)Nc4ccc(F)cc4)sc3nc2c1	10	nt	nt	1.1	4.5	-1.5	-37	-18	nt	nt	nt
CC1CCN(S(=O)(=O)c2ccc(C(=O)Nc3nnc(C4CC4)o3)cc2)CC1	-5	-4	-0.6	-0.8	-0.8	-0.3	-10	10	0.8	0.2	-0.4

Single records, as listed above. Screens in order: sPLA2-III inh	SMARCA2 activ	FXN GAA850 act	hcDAF-12 act	hgDAF12 agonist	ssDAF-12 act	PLCb3 inh	Rev-erbA mod	DAX1 inh-1	DAX1 inh-2	PG9 Ab binder
CCN(CC(=O)Nc1cccc(F)c1)Cc1nc2ccccc2c(=O)[nH]1 reads 5	3	1.8	-0.4	1.0	-1.4	-6	4	0.1	-0.2	-0.8
O=C(O)c1cn(-c2ccccc2)nc1C(=O)O reads 8	1	-0.3	0.3	2.3	-1.5	1	-7	0.2	1.1	-1.3
Cc1cc(C)cc(C(=O)N[C@@H](C)C(=O)N2CCC3(CC2)NCCc2[nH]cnc23)c1 reads 3	-2	-0.3	1.7	-0.5	-0.3	-7	6	0.1	-0.1	1.2

This is a random part of the collection; any-hit rate near 7%.
